# Screening results from PubChem.
# TGFb inhibitor – qHTS for Inhibitors of TGF-b. Potency, µM (titrated, usually from 46.1 µM), without a hit: at the highest dose activity, negative = inhibition, usual class: inhibitors. 1.2% of 410,000 active. AID 588855, 2011. HepG2 CAGA-GFP TGF-b/SMAD3 reporter, GFP fluorescence, 18 h; TGF-beta stimulated, 500 pg/mL final; further: potency means the concentration at half of the fitted maximal effect; on the % scale 0 is the no-effect control and ±100 the full control effect; nearly all actives have a fitted effect of over 65% in size
#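 Inhibition of TGF-beta-driven CAGA-GFP reporter expression in HEPG2 cells is measured by cellular GFP fluorescence after 18 h stimulation with 500 pg/mL recombinant TGF-beta in 1% FBS medium at 37 degrees C.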
# ATXN2 expr inh – Primary qHTS for Inhibitors of ATXN expression | HEK-293 ATXN2-luciferase reporter, luminescence, 24 h | Potency, µM (titrated, usually from 57 µM), inactives show top-dose activity change, negative = inhibition, hits mostly inhibitors | 0.72% of 360,000 active | AID 1745845, 2022; further: potency means the concentration at half of the fitted maximal effect; on the % scale 0 is the no-effect control and ±100 the full control effect; nearly all actives have a fitted effect of over 55% in size
#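 ATXN2-luciferase reporter cells (luciferase flanked by upstream and downstream ATXN2 gene portions) were treated 24 h at 37 °C with compounds at up to 57 uM. SteadyGlo luminescence gave expression; GF-AFC fluorescence gave viability.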
# S2 tox – Viability Counterscreen for Primary qHTS for Inhibitors of ATXN expression | 0.49% of 400,000 active | S2 cells (HEK-293 line with an ATXN2-luciferase reporter) viability, CellTiter-Fluor protease fluorescence, 24 h | Potency, µM (series often up to 56.7 µM), usual class: cytotoxic; further: potency means the concentration at half of the fitted maximal effect; nearly all actives have a fitted effect of over 40% in size
# Nrf2 block – Nrf2 qHTS screen for inhibitors | A549 ARE-Fluc reporter, luciferase luminescence, 18-24 h | Potency, µM (top dose mostly 46 µM), inactives show top-dose activity change, negative = inhibition, actives largely listed as inhibitors | 2.1% of 360,000 active; further: potency means the concentration at half of the fitted maximal effect; on the % scale 0 is the no-effect control and ±100 the full control effect; nearly all actives have a fitted effect of over 60% in size
#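 Nrf2 activity is the BugLite luminescence, read 15 min after reagent at room temperature, following CellTiter-Fluor cytotoxicity readout (30 min, 37C). Compound titrations were applied for 18-24 h to 5000 A549 ARE_Fluc cells/well in 5% FBS OPTI-MEM.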
# EPAC2 ag – qHTS for Agonist of cAMP-regulated guanine nucleotide exchange factor 4 (EPAC2): primary screen | EPAC2 activation, biochemical qHTS; response scale: 100% = 6.5 mM cAMP response | Rap guanine nucleotide exchange factor 4 (Homo sapiens), Q8WZA2 | 0.079% of 360,000 active | AID 720711, 2013 | Potency, µM (highest dose often 154 µM), inactives show top-dose activation, most hits filed as activators; further: potency means the concentration at half of the fitted maximal effect; nearly all actives have a fitted effect of over 50% in size
# Target sequence (Q8WZA2 whole entry, looked up): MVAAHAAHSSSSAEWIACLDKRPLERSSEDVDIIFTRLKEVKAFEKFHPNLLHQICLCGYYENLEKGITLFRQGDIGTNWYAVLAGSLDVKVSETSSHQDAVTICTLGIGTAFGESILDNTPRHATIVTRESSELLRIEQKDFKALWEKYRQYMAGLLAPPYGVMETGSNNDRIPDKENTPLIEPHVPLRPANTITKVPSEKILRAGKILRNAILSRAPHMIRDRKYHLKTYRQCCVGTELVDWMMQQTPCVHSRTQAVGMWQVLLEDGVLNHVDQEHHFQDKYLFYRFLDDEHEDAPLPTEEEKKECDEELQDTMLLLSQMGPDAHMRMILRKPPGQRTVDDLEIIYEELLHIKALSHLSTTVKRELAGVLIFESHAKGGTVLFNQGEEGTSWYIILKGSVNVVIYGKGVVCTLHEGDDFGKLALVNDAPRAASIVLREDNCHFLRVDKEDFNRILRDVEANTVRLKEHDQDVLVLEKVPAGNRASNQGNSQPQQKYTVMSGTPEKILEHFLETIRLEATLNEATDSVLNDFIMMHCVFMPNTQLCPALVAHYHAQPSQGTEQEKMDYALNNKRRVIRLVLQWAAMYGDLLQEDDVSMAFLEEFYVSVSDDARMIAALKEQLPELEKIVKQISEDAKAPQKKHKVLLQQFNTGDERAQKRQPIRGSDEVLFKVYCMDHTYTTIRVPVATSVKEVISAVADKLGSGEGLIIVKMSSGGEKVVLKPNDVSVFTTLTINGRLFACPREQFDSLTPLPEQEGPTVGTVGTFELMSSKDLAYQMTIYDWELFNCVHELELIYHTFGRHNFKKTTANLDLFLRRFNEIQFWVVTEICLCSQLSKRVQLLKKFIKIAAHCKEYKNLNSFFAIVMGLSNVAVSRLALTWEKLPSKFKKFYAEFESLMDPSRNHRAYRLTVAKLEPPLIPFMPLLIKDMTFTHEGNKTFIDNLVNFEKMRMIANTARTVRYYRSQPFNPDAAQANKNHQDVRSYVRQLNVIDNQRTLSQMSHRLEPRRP
#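 Readout is BODIPY fluorescence (480 nm excitation, 540 nm emission), which falls as labeled GDP is exchanged off Rap1B. EPAC2 at 100 nM acted on 250 nM RAP1B-BODIPY-GDP with 50 uM GDP present.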
# A549 tox – Nrf2 qHTS screen for inhibitors: counterscreen for cytotoxicity. 0.16% of 390,000 active. Potency, µM (doses to about 46 µM), without a hit: top-dose activity change, negative = cytotoxicity, usual class: inhibitors. A549 ARE-Fluc cells, CellTiter-Fluor viability, 18-24 h; further: potency means the concentration at half of the fitted maximal effect; on the % scale 0 is the no-effect control and ±100 the full control effect
#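 A549 ARE-Fluc cells in 5% FBS OPTI-MEM, 5000 cells/well, rested 2 h then exposed to compounds in concentration-response for 18-24 h at 37 °C. Viability by CellTiter-Fluor fluorescence (Ex 405/Em 525) after 30 min; luciferase luminescence (BugLite, 15 min, RT) read afterwards.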
# Nrf2 activator – qHTS of Nrf2 Activators; Potency, µM (top dose mostly 46.1 µM), without a hit: top-dose activation, actives largely listed as activators; 0.31% of 410,000 active; AREc32 ARE-luciferase reporter (MCF7-derived line), luminescence, 24 h; further: potency means the concentration at half of the fitted maximal effect; % of control where 0% means no effect; nearly all actives have a fitted effect of over 65% in size
#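 Steps: seed AREc32_Fluc cells (1000/well, 5% FBS OPTI-MEM); incubate overnight at 37 deg C; add 23 nL compound; incubate 24 hr; add Steady-Glo; hold 30 min RT; read luminescence.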
# HepG2 viability – qHTS for Inhibitors of TGF-b: Cytotox Counterscreen. Potency, µM (highest dose often 46.1 µM), for inactives: top-dose activity change, negative = cytotoxicity, most hits filed as cytotoxic. HepG2 CAGA-GFP viability, ATP luminescence, 18 h. 0.76% of 410,000 active; further: potency means the concentration at half of the fitted maximal effect; some results filed as inactive show a strong effect at the top dose
#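 HepG2 CAGA-GFP cells (1000/well, DMEM with 1% FBS) received compound, then TGF-beta at 500 pg/mL final, and were incubated 18 hours at 37 degrees C. Viability was read by CellTiter-Glo luminescence. Media-only wells were set as complete cell-killing and DMSO as no toxicity.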
# IL2 activator – qHTS of IL-2 Activators; activation, % (series mostly up to about 46 µM); AID 652025, 2013; IL-2 activation reporter assay, cell-based qHTS; stimulated with anti-CD3/CD4/CD28 beads; in transgenic mouse T cells; 0.065% of 360,000 active; in the data active means activation above about 50%; inconclusive means mostly about 30% to 49%; further: 0% is about no effect
#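 Quantitative HTS in unstimulated transgenic mouse T cells, with memory T cells as non-tolerant control and PMA/ionomycin as tolerance-bypass control. Compound pretreatment lasted 60 minutes before 18 h bead stimulation; EGFP/DsRed fluorescence read.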
# The depositor's hits bear a star; i = inactive; ? = inconclusive; / = no result given; [ ] = remark or other dose. Unless noted, the call rests on the fitted dose curve; in most records, active means well fitted curve in the direction sought with a large enough effect; inconclusive means small, poorly fitted or top-dose-only effect, or another doubt; inactive means no such curve, though single readings can be large; an effect the other way counts as inactive or inconclusive.
[1] Cc1nn(Cc2ccc(F)cc2)c(Cl)c1/C=N/NC(=O)c1cccnc1
[2] Nc1cc(N)nc(SCC(=O)Nc2cccc(S(=O)(=O)N3CCCCC3)c2)n1
[3] Cc1ccc(NC(=O)c2ncn(CCCN(CCCn3cnc(C(=O)Nc4ccc(C)c(C)c4)n3)Cc3ccc4[nH]ccc4c3)n2)cc1C
[4] Cc1cccc(-n2ncc3c(N4CCN(CCO)CC4)ncnc32)c1
[5] CCOc1ccccc1NC(=O)COC(=O)c1cc(C(=O)OC)cc([N+](=O)[O-])c1
[6] Cc1noc(C)c1NC(=O)Nc1ccc2c(c1)C(=O)N([C@H](C)CO)C[C@H](C)[C@@H](CN(C)S(=O)(=O)c1cccs1)O2
[7] COc1cc(NC(=O)Cc2ccccc2)ccc1NC(=O)c1ccco1
[8] Cc1snc(S(=O)(=O)/C(C#N)=N/Nc2cccc(C(F)(F)F)c2)c1C#N

Assay by compound,1,2,3,4,5,6,7,8
TGFb inhibitor,-11%,8%,-28%,23%,-14%,-15%,14%,-22%
ATXN2 expr inh,/,8%,-24%,5%,-8%,-4%,23%,-10%
S2 tox,i,i,?,i,i,i,i,i
Nrf2 block,?,?,4%,/,-10%,2%,-29%,-8%
EPAC2 ag,12%,-1%,0%,/,11%,4%,6%,-4%
A549 tox,0%,1%,-9%,17%,-2%,1%,-5%,-7%
Nrf2 activator,-0.2%,-0.3%,8.9%,5.5%,-0.2%,-0.3%,-0.6%,0.2%
HepG2 viability,0%,-1%,-28%,-12%,-3%,-25%,-1%,-26%
IL2 activator,-0.3,2.0,-0.6,/,-4.5,0.8,-0.8,-0.6

[9] CC1=C(C(=O)OCc2ccccc2)C(c2cccc3ccccc23)NC(=O)N1CCCC(=O)O (stereo not given)
[10] Cc1cc(OCCCN2CCCC2)ccc1Cl
[11] Cc1ccc(OCCOC(=O)c2sc(=S)n(C)c2C)cc1
[12] CCOc1ccc(NC(=O)CSc2nccn2C2CCCC2)cc1
[13] Nc1nnc(Cc2ccc(Cl)cc2)s1
[14] CC(C)C(=O)Nc1cccc(NC(=O)c2cccc(Br)c2)c1
[15] COc1ccc(-c2cc(C(=O)N3CCN(S(=O)(=O)c4ccc(C)cc4)CC3)[nH]n2)cc1
[16] O=C(COc1ccccc1Cl)Nc1nc2c(s1)CCCC2

Assay by compound,9,10,11,12,13,14,15,16
TGFb inhibitor,5%,1%,35%[activator],0%,4%,7%,?,0%
ATXN2 expr inh,8%,/,-7%,/,2%,-1%,-3%,/
S2 tox,i,i,i,/,i,?,i,/
Nrf2 block,1%,3%,-16%,/,3%,19%,-12%,?
EPAC2 ag,2%,2%,10%,/,2%,16%,-1%,/
A549 tox,-5%,20%,-5%,2%,-1%,-8%,18%,9%
Nrf2 activator,1.1%,2.2%,0.2%,0.8%,-0.9%,1.6%,0.3%,16%
HepG2 viability,0%,-3%,25%,-4%,12%,-10%,-2%,-28%
IL2 activator,-0.4,-2.2,2.3,/,-0.7,0.9,-2.3,/

# A second format for part of the listing above:
cpd	smiles	TGFb inhibitor	ATXN2 expr inh	S2 tox	Nrf2 block	EPAC2 ag	A549 tox	Nrf2 activator	HepG2 viability	IL2 activator
1	Cc1nn(Cc2ccc(F)cc2)c(Cl)c1/C=N/NC(=O)c1cccnc1	-11%	/	i	?	12%	0%	-0.2%	0%	-0.3
2	Nc1cc(N)nc(SCC(=O)Nc2cccc(S(=O)(=O)N3CCCCC3)c2)n1	8%	8%	i	?	-1%	1%	-0.3%	-1%	2.0
3	Cc1ccc(NC(=O)c2ncn(CCCN(CCCn3cnc(C(=O)Nc4ccc(C)c(C)c4)n3)Cc3ccc4[nH]ccc4c3)n2)cc1C	-28%	-24%	?	4%	0%	-9%	8.9%	-28%	-0.6
4	Cc1cccc(-n2ncc3c(N4CCN(CCO)CC4)ncnc32)c1	23%	5%	i	/	/	17%	5.5%	-12%	/
5	CCOc1ccccc1NC(=O)COC(=O)c1cc(C(=O)OC)cc([N+](=O)[O-])c1	-14%	-8%	i	-10%	11%	-2%	-0.2%	-3%	-4.5
6	Cc1noc(C)c1NC(=O)Nc1ccc2c(c1)C(=O)N([C@H](C)CO)C[C@H](C)[C@@H](CN(C)S(=O)(=O)c1cccs1)O2	-15%	-4%	i	2%	4%	1%	-0.3%	-25%	0.8
7	COc1cc(NC(=O)Cc2ccccc2)ccc1NC(=O)c1ccco1	14%	23%	i	-29%	6%	-5%	-0.6%	-1%	-0.8

# Next section.
[17] COc1ccc(C2=CN(Cc3ccccc3)C(c3ccccc3)CC2=O)cc1 (stereo not given)
[18] O=C(CCNC(=O)c1ccc([N+](=O)[O-])cc1)NC1CCCCCC1
[19] CC(C)(C)OC(=O)N1CCC[C@H]1C(=O)N/N=C/c1ccc2ncccc2c1
[20] O=c1cc(C=NNc2ccc([N+](=O)[O-])cc2)[nH]c(=O)[nH]1
[21] O=C(c1ccc(Cl)c(S(=O)(=O)N2CCCC2)c1)N1CCN(c2ccccc2F)CC1
[22] COCOc1ccc(C2CC(=O)c3c(OCOC)cc(OCOC)cc3O2)cc1 (stereo not given)
[23] Cc1cccn2c(=O)cc(COc3cccc(NC(=O)c4ccccc4F)c3)nc12
[24] CCCCn1nc(C(=O)N(C)CC(=O)Nc2ccc(F)c(F)c2F)ccc1=O

Assay by compound,17,18,19,20,21,22,23,24
TGFb inhibitor,1%,10%,5%,-8%,-4%,5%,-1%,-6%
ATXN2 expr inh,14%,23%,3%,-31%,-30%,1%,/,-1%
S2 tox,?,i,i,?,i,i,/,i
Nrf2 block,?,14%,6%,-5%,?,6%,/,-12%
EPAC2 ag,3%,-5%,10%,0%,3%,2%,/,12%
A549 tox,-8%,-3%,2%,?,-6%,-1%,-18%,-13%
Nrf2 activator,3.8%,-0.4%,3.6%,0.1%,0.1%,16%,0.4%,-0.1%
HepG2 viability,0%,8%,0%,-8%,1%,-23%,-10%,-10%
IL2 activator,-0.5,-0.2,-0.5,0.0,-2.4,0.2,/,-1.6

[25] Cc1ccsc1C(=O)OCC(=O)NC1CCS(=O)(=O)C1 (stereo not given)
[26] COc1ccc(-c2noc3c2-c2nc(-c4ccccc4Cl)sc2CC3)cc1
[27] Cc1nc(SCC(N)=O)[nH]c(=O)c1CCC(C)C
[28] O=C(CCNc1ccc(F)cc1)c1ccco1
[29] O=C(c1cc(-c2ccccn2)nc2c(Cl)cccc12)N1CCN(C(=O)C2CCCO2)CC1 (stereo not given)
[30] O=C(Nc1nc2c(s1)CCCC2)c1cccs1
[31] Cc1cccn2c(=O)c3cc(C(=O)NC4CCCCC4)c(=N)n(CCN4CCOCC4)c3nc12
[32] O=C(Nc1ccnn1C1CCN(C2CCCC2)CC1)c1ccccc1

Assay by compound,25,26,27,28,29,30,31,32
TGFb inhibitor,-6%,-1%,?,?,46%,-3%,9%,14%
ATXN2 expr inh,/,4%,1%,12%,1%,24%,-20%,2%
S2 tox,i,i,i,i,i,i,i,i
Nrf2 block,4%,?,1%,15%,/,?,-1%,2%
EPAC2 ag,0%,6%,-4%,4%,-9%,-3%,1%,-2%
A549 tox,17%,4%,-5%,-5%,0%,-4%,-18%,-17%
Nrf2 activator,1.1%,3.8%,0.3%,?,3.8%,11%,3.5%,-0.1%
HepG2 viability,-1%,5%,-5%,-45%,0%,10µM*,10%,0%
IL2 activator,-2.5,-1.5,0.5,-0.5,7.2,2.4,-1.1,-0.4

[33] CCc1nc(SCC(=O)Nc2c(C)n(C)n(-c3ccccc3)c2=O)n[nH]1
[34] O=C(COc1ccc(S(=O)(=O)N2CCOCC2)cc1)Nc1ccccc1C(F)(F)F
[35] O=C(CSc1nnc(-c2ccncc2)o1)c1ccc2c(c1)OCCO2
[36] O=C(Nc1nnc(C2=COCCO2)o1)C1CCCCC1
[37] CC(=O)c1nnn(-c2nc(N)nc(N(c3ccccc3)c3ccccc3)n2)c1C
[38] COc1ccc(-c2cc(=O)c3c(OC)c(OC)c(OC)c(OC)c3o2)cc1OC
[39] O=C(CCN1C(=O)c2ccccc2S1(=O)=O)Nc1ccc(F)c(F)c1F
[40] CCCCNC(=S)Nc1ccc(C(F)(F)F)cc1
[41] O=C1/C(=C/c2ccccn2)SC(=S)N1Nc1ncc(C(F)(F)F)cc1Cl
[42] CCOCCCNC(=O)c1ccc(NC(=O)C2=CSCCO2)cc1
[43] CSCc1ccc(C(=O)Nc2cccc(C)c2C)cc1

Assay by compound,33,34,35,36,37,38,39,40,41,42,43
TGFb inhibitor,-7%,-21%,7%,-4%,-1%,-2%,0%,-61%,-16%,6%,0%
ATXN2 expr inh,9%,1%,6%,-1%,-5%,-3%,-23%,-34%,1%,/,58%[activator]
S2 tox,i,i,i,i,i,i,i,i,i,i,i
Nrf2 block,/,9%,0%,-2%,-24%,2%,6%,?,3%,-4%,19%
EPAC2 ag,0%,6%,4%,-2%,-3%,3%,14%,-5%,-5%,11%,2%
A549 tox,4%,-2%,0%,0%,-25%,?,5%,?,-10%,0%,1%
Nrf2 activator,-0.3%,0.2%,0.3%,0.0%,0.5%,9.3%,0.6%,7.3%,12%,-0.1%,3.6%
HepG2 viability,1%,0%,-4%,7%,2%,-18%,-10%,-55%,-14%,0%,-17%
IL2 activator,1.6,-0.1,0.8,-1.4,-3.1,-0.4,-0.4,-2.3,-0.2,0.8,-1.1
